Fh CTSL1 inh = cathepsin L1 inhibition, PFM18AAP counter-screen; recombinant F. hepatica cathepsin L1, Z-Leu-Arg-MCA fluorescence; inhibition, % at 5.96 µM; 300,000 tested, 0.49% active; AID 1906;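 active = inhibition above the mean of all tested compounds plus 3 SD, set per screening campaign, cut at about 17% in these data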;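 also: 0% = plate median of test compound wells and 100% = 1 µM Z-Phe-Ala-diazomethylketone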
PP5 primary = inhibitors of human protein phosphatase 5 (PP5); inhibition, % at 6.7 µM; purified PP5c, OMFP substrate fluorescence; 320,000 tested, 0.18% active; AID 1987;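 active = inhibition above the campaign's mean inhibition across all tested compounds plus 3 SD, cut at about 9.5% in these data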;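 also: 0% = DMSO only and 100% = 100 µM cantharidin control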
CR mimetic SO = yeast age-related superoxide inhibition as caloric restriction mimetic; S. cerevisiae aged cells, superoxide DHE fluorescence; active compounds read low; superoxide response (% of plate mean), % at 10 µM; 330,000 tested, 0.18% active; AID 2690;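 active = superoxide response under a set limit, about three screen SD below normal, cut at about 65% in these data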;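 also: yeast aged for seven days with compound at 30 °C before DHE staining; 100% = average MFI of all compound-treated wells on the plate with controls excluded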
HCV core dimer = blocks dimerization of HCV core protein | TR-FRET GST/Flag-core106 dimerization, 1536-well | inhibition, % at 5 µM | 300,000 tested, 0.33% active | AID 1899;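 active = inhibition above the mean of all tested compounds plus 3 SD, set per screening campaign, cut at about 45% in these data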
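Assay system – GST-tagged and Flag-tagged HCV core protein residues 1-106 · Quantity – core106 proteins, GST 13.5 nM and Flag 17 nM · Benchmarks – unlabelled core106 and no-GST-core106 wells · Read-out basis – percent inhibition of core106 dimerization signal · Detection – time-resolved FRET, ex 340 nm, em 617 and 671 nm · Schedule – 4 h at 22.5 °C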
ZTA counter = blocks Epstein-Barr virus ZTA, an EBNA-1 counter-screen | P03206 | ZTA-DNA binding, fluorescence polarization | inhibition, % at 11 µM | 320,000 tested, 0.15% active; in the data active = inhibition above about 33%
Target sequence (P03206 whole entry, looked up): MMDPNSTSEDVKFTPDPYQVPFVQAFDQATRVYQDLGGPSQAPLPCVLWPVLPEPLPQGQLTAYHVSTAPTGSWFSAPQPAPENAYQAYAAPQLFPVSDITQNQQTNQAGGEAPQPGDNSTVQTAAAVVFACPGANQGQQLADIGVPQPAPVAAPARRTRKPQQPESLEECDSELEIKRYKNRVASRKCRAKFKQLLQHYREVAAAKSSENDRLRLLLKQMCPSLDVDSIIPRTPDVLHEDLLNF
PP1 counter = PP1-alpha (human) inhibition in PP5 counter-screen. 320,000 tested, 0.9% active. purified PP1alpha, OMFP fluorescence. inhibition, % at 6.7 µM;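 active = inhibition above the mean inhibition of all tested compounds plus 3 SD, computed separately for each screening campaign, cut at about 15% in these data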
Target sequence (P62136 whole entry, looked up): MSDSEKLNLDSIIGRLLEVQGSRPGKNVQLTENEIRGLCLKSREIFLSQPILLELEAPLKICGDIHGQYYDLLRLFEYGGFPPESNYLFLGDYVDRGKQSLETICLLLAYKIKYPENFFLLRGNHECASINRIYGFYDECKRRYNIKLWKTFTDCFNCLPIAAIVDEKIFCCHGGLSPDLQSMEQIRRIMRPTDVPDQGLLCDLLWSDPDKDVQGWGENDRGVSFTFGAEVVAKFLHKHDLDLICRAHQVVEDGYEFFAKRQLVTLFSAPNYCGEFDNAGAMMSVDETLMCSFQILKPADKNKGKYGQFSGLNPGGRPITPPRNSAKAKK
JMJD2C inh = inhibitors of human GASC-1 (JMJD2C) demethylase; Q9H3R0; GST-JMJD2C(1-420) H3K9me3 demethylation, DELFIA europium; inhibition, % at 2.35 µM; 330,000 tested, 0.069% active; AID 2099;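 active = more than half of a compound's replicate wells show inhibition beyond 50%, single wells judged on their own value; inconclusive = some, but no more than half, of replicates pass 50% inhibition; inactive = no replicate passes 50% inhibition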;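 also: signal counts dimethyl H3K9 product captured on neutravidin plate; 0% = median of DMSO wells and 100% = 0.3 times that DMSO median; strong numbers were not always called active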
Target sequence (Q9H3R0 1-420 limits assumed): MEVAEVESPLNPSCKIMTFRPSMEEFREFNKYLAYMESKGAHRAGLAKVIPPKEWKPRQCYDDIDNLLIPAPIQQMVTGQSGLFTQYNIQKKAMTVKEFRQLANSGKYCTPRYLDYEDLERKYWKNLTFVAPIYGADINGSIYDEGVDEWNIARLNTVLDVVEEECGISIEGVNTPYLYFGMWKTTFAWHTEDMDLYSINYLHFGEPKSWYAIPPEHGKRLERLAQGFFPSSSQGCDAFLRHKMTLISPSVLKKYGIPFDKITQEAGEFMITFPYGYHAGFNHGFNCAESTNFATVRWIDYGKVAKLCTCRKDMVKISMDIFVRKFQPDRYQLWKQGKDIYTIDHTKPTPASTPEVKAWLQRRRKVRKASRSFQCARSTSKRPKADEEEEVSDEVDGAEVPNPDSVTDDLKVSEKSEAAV
TPT1 inh = inhibitors of Candida albicans tRNA 2'-phosphotransferase TPT1; 300,000 tested, 0.81% active; recombinant caTPT1, FP RNA substrate dephosphorylation; inhibition, % at 5 µM;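 active = inhibition above the mean of all tested compounds plus 3 SD, set per screening campaign, cut at about 24% in these data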;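 also: plate controls were DMSO alone for no effect and ferristatin control at 100 nM for full effect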
EBNA-1 inh = blocks EBNA-1 binding to DNA | EBNA-1 DNA binding, fluorescence polarization | inhibition, % at 14.8 µM | 300,000 tested, 0.34% active; in the data active = inhibition above about 28%
* hit, by the source's call; ? = inconclusive; . = not tested or not shown.

SMILES	Fh CTSL1 inh	PP5 primary	CR mimetic SO	HCV core dimer	ZTA counter	PP1 counter	JMJD2C inh	TPT1 inh	EBNA-1 inh
C=CCNC(=S)N/N=C/c1ccccc1OCCOc1ccccc1	-2	3.2	100	2	6	-3	14	4	9
CCc1ccc(NCCC(=O)c2ccc(Cl)cc2)cc1	1	-1.8	90	-8	-5	-1	-39	1	-6
COc1ccc(S(=O)(=O)N2CCOCC2)c2ccccc12	2	-2.3	107	-8	6	8	-10	4	-9
O=C(COc1ccc(C(=S)N2CCOCC2)cc1Cl)Nc1ccccc1Cl	-1	-1.5	91	1	13	-10	-1	-4	1
Cc1c(C(=O)NNC(=O)c2ccncc2)oc2ccc(Br)cc12	3	0.5	112	3	2	-2	-6	2	-6
OCC[n+]1ccc(/C=C/c2c[nH]c3ccccc23)cc1	-1	2.2	98	-22	-5	1	-6	57*	6
COc1ccccc1C(=O)NCCc1nc2ccccc2[nH]1	-1	-0.5	102	-5	2	-6	0	-1	8
COC(CNC(=O)C1CC(=O)N(CCc2ccccc2)C1)OC (centres undefined)	-2	-0.5	98	-5	-7	-1	-12	1	1
Cc1cc(C)cc(Nc2cc(=O)n(C3CCCCC3)c(=O)[nH]2)c1	7	-10	114	3	-6	5	-2	-3	-10
COc1ccccc1/C=C/C=N/NC(=O)Cc1cccn1C	2	-2.5	94	32	-1	3	11	4	-9
CCCCCCC(=O)N(O)C1CC(=O)N(c2ccc(Cl)cc2)C1=O (centres undefined)	-5	-1.4	101	8	8	2	-6	1	-8
O=C(Oc1ccccc1)c1ccc2nsnc2c1	-2	2.4	122	26	2	-4	-9	4	2
C=CCn1c(SCC(=O)Nc2ccc(OC)cc2)nc2ccccc2c1=O	3	-1.9	103	-11	-20	-6	-5	-1	2
COc1cc(NC(=O)CSc2ncnc3scc(-c4ccccc4)c23)c(C(=O)O)cc1OC	3	-2.0	96	18	1	-1	5	0	0
CCCCOC(=O)CCn1[nH]c(=O)c2ccccc2c1=O	-4	-1.2	104	-2	-5	-3	14	-3	-5
CC(=O)Nc1cccc(NC(C)=C(C#N)C#N)c1	-1	-2.1	96	-6	4	-2	-3	3	-5
Cc1ccccc1CN1CCC(n2nccc2NC(=O)c2cccnc2)CC1	0	-2.4	106	7	-1	-3	-10	3	-1
NC(=O)C1CCN(C(=O)CC2C(=O)NCCN2Cc2cccc(Oc3ccccc3)c2)CC1 (centres undefined)	1	3.2	104	-1	22	0	5	-3	-3
O=C(COc1coc(CN2CCN(c3ccccc3)CC2)cc1=O)Nc1ccccc1F	-4	-1.0	98	-1	10	-6	4	-2	7
COc1ccccc1C(=O)NC(=S)Nc1ccc2[nH]c(=O)[nH]c2c1	0	2.5	90	-5	7	0	20	0	6
Cn1nnnc1SCC(=O)NCc1cccc(C(=O)O)c1	-1	3.0	92	-9	-1	-3	-130	-3	-4
CC(C)Sc1nc2c(c(=O)[nH]c(=O)n2C)n1CC(O)COc1ccccc1 (centres undefined)	2	0.1	105	0	2	0	-9	0	-3
O=S(=O)(Nc1nccs1)c1ccc(Br)cc1	0	-2.7	105	-2	8	1	-5	-4	-11
Oc1ccc(C[C@H]2CNCCN2CCc2cccc(F)c2)cc1	-8	1.7	102	-34	-23	-1	-3	-2	10
O=C(CSc1nnnn1Cc1ccccc1)N1CCN(c2ccccc2)CC1	-1	2.9	96	2	0	-2	40	6	-15
COc1cc(OC)cc(C(=O)OCC(=O)NC(C)CCc2ccccc2)c1 (centres undefined)	4	5.1	113	7	-5	6	21	0	-22
O=C(Nc1ccccc1Cl)O/N=C(/c1ccccc1)c1ccccn1	-1	7.4	100	-9	0	-2	9	0	1
Cc1ccc(OCC(=O)NCCNC(=O)c2ccco2)cc1	0	-0.4	101	-5	-4	1	-13	4	-26
COCCCn1c(=O)/c(=C\c2ccc(OC(F)F)c(OC)c2)s/c1=C(/C#N)C(=O)NCCOC	-12	-0.1	102	3	6	-8	-3	14	-5
COc1ccc(N2CC(C(=O)N[C@@H](C)C(=O)N[C@H](CO)c3ccccc3)CC2=O)cc1 (some centres undefined)	-3	3.1	118	-11	-9	0	-3	-2	-5
CCOC(=O)N1CCN(C(=O)COC(=O)C2CCN(S(=O)(=O)c3c(Cl)cccc3Cl)CC2)CC1	-4	-2.5	103	2	10	-6	-4	2	4
O=C(c1cnc2n(c1=O)CCS2)N1CCN(c2ccc(Cl)c(Cl)c2)CC1	0	2.0	111	-6	-16	-2	-2	-2	-8
Cc1ccc(N2CC(=O)Nc3c(oc4nc(-c5ccccc5)cc(C)c34)C2=O)cc1	-1	1.9	98	12	6	-6	1	-1	-8
O=C1CC(c2ccccc2)Cc2nc(N3CCc4ccccc4C3)ncc21 (centres undefined)	2	2.6	99	9	10	8	6	0	13
COc1cccc(Nc2ccc(C(=O)O)cc2N)c1	2	-1.4	109	-15	7	1	-21	0	-14
Cc1nc(-c2cccc(NS(=O)(=O)c3ccc4ccccc4c3)c2)cs1	-3	2.0	107	-1	9	-1	-2	-2	1
Fc1ccc(Nc2ncnc3sc4c(c23)CCC4)cc1F	6	0.0	95	4	12	1	4	2	4
COc1ccc(OC)c(/C=C/C(=O)N(C)CC(=O)Nc2ccc(N3CCOCC3)cc2)c1	.	-2.3	84	.	2	-1	0	.	.
COc1ccc(N2CCN(CC(=O)c3c[nH]c4ccccc34)CC2)cc1	-1	2.0	104	-17	-6	2	5	3	8
COc1ccc(C(CNC(=O)c2cccc(S(=O)(=O)NCc3ccccc3)c2)N2CCOCC2)cc1 (centres undefined)	2	-0.9	91	-2	-3	-3	6	-4	9
Cc1ccc(C)c(-c2nnc(NC(=O)CS(=O)(=O)c3ccccc3)o2)c1	2	-1.5	83	-3	3	4	1	1	-1
O=C(NCC(O)c1ccc([N+](=O)[O-])cc1)C1CCCCC1 (centres undefined)	-1	-1.6	100	-1	6	-5	6	2	2
COc1ccc(S(=O)(=O)N(C)CC(=O)N2CCCC2)cc1	-2	1.5	106	10	-3	-6	-12	1	-1
CC(=O)N(c1ccc2oc(=O)sc2c1)S(=O)(=O)c1ccccc1	3	-1.6	74	-11	-12	3	1	3	2
O=C(c1ccccn1)N1CCN(S(=O)(=O)c2ccc3ccccc3c2)CC1	3	0.8	93	-1	1	-4	25	1	-5
CN1C(=O)N2CN(C3CCCCC3)CN3C(=O)N(C)C1C23 (centres undefined)	-1	1.3	96	-4	0	1	2	0	6
CCOc1cc(C2C(C#N)=C(N)OC3=C2C(=O)CC(C)(C)C3)cc([N+](=O)[O-])c1O (centres undefined)	0	2.2	114	-5	6	1	3	-1	-10
Cc1ccc(S(=O)(=O)c2cc3cc(Br)ccc3oc2=O)cc1	1	-1.5	107	12	-6	-1	-14	-3	2

One compound at a time, from the list above. Values in the order: Fh CTSL1 inh	PP5 primary	CR mimetic SO	HCV core dimer	ZTA counter	PP1 counter	JMJD2C inh	TPT1 inh	EBNA-1 inh
CCOc1cc(C2C(C#N)=C(N)OC3=C2C(=O)CC(C)(C)C3)cc([N+](=O)[O-])c1O (centres undefined) across the screens: 0	2.2	114	-5	6	1	3	-1	-10
CN1C(=O)N2CN(C3CCCCC3)CN3C(=O)N(C)C1C23 (centres undefined) across the screens: -1	1.3	96	-4	0	1	2	0	6
COc1ccc(C(CNC(=O)c2cccc(S(=O)(=O)NCc3ccccc3)c2)N2CCOCC2)cc1 (centres undefined) across the screens: 2	-0.9	91	-2	-3	-3	6	-4	9

(continued)
SMILES	Fh CTSL1 inh	PP5 primary	CR mimetic SO	HCV core dimer	ZTA counter	PP1 counter	JMJD2C inh	TPT1 inh	EBNA-1 inh
CCN1CCN(C(c2cc(OC)ccc2OC)c2nnnn2Cc2ccccc2)CC1 (centres undefined)	11	-1.3	95	-2	-40	3	-21	-2	-2
CCN(Cc1cc2cccc(C)c2[nH]c1=O)C(=O)c1ccccc1OC	1	2.7	109	5	-9	1	-11	-2	0
O=C(C1CCCN1S(=O)(=O)c1ccc(Cl)c(Cl)c1)N1CCCCC1 (centres undefined)	-2	1.6	101	6	-8	-3	-4	1	-11
Cc1ccc(C(=O)/C=C/c2ccccc2[N+](=O)[O-])cc1	3	0.3	96	2	10	-3	-15	1	-3
Cc1ccccc1S(=O)(=O)Cc1ccc(C(=O)O)o1	0	-2.0	83	-1	19	0	7	-1	12
CC(C)c1nnc(SCC(=O)NC2CCCC2)n1C	5	0.8	100	-8	-3	-1	-16	0	-20
CCCCn1nnnc1NCc1cc(Cl)c(OC)c(OC)c1	5	-5.5	107	-18	-1	-5	-33	0	-4
CC(NC(=O)C1CCN(c2nnc(N3CCCC3=O)s2)CC1)c1ccccc1 (centres undefined)	2	4.3	104	-6	-11	3	-2	-1	-10
CC(=O)n1cc([C@@H]2C=C(C(=O)N3CCN(Cc4ccccc4)CC3)O[C@H](OCc3ccc(CO)cc3)C2)c2ccccc21	2	3.3	103	3	-10	0	1	3	-1
O=S1(=O)C=CC(Nc2ccccc2)C1 (centres undefined)	-4	2.3	94	1	12	-2	-5	4	-13
COC(=O)c1cn(C(=O)c2ccc(C)cc2)c2ccccc12	0	1.3	102	11	10	2	14	0	4
COCCNCC(=O)C12CC3CC(CC(C3)C1)C2	-4	1.4	100	-7	6	-3	20	2	-1
Cc1cccc(NC(=S)NCCc2ccc3c(c2)OCCO3)c1C	0	1.8	92	2	0	1	3	1	-2
COc1cccc(N2CC(C(=O)Nc3ccc(F)cc3)CC2=O)c1 (centres undefined)	4	2.0	108	-17	-11	-2	?	-1	-5
c1ccc(-c2nc(NCc3cccs3)c3ccccc3n2)cc1	1	2.3	91	10	15	2	7	3	6
CC(=O)N(CN1C(=O)CCC1=O)c1cccc(Cl)c1	-2	0.6	95	-1	-15	3	13	0	6
CC(C)Nc1nc(N)c(C(=O)C23CC4CC(CC(C4)C2)C3)s1	4	3.6	85	-3	-12	0	-2	-5	8
O=C1N=C(N2CCCCC2)S/C1=C\c1ccc(Br)cc1	-3	-0.3	89	3	-12	0	-2	3	-16
Nc1nc2ccc(NC(=O)c3ccco3)cc2s1	-1	1.1	94	-10	-11	2	-4	-1	-11
COc1ccc(-n2nc3c(c2NC(=O)COc2ccccc2F)CS(=O)(=O)C3)cc1	-1	1.1	100	2	-1	-2	3	-4	1
COc1cccc2cc(C(=O)NCc3ccccc3Cl)c(=O)oc12	5	0.6	101	8	7	2	17	0	-7
Cc1ccccc1Nc1nc2ccccc2n1C(C)C	0	3.3	99	-3	9	-2	-6	5	7
COc1ccc(CNS(=O)(=O)NCc2ccc(OC)c(OC)c2)cc1	-2	1.1	87	2	14	-5	5	-3	15
O=C(NCC1OCCCN1S(=O)(=O)c1cc(F)ccc1F)C(=O)NC1CCCCC1 (centres undefined)	-1	1.3	100	-8	5	-8	-2	2	-8
COc1cc(O)cc2c1[C@@H]1Oc3c(ccc(O)c3CC=C(C)C)[C@@H]1CO2	5	6.1	107	-6	-2	-2	.	1	-2
CC(=O)N1CCOc2ccc(S(=O)(=O)N3CCC(C(=O)Nc4ccccc4F)CC3)cc21	-1	-2.2	100	2	15	-4	-7	3	4
CC(C)(C)NC(=O)C(c1ccccc1)N(C(=O)c1ccco1)C1CC1 (centres undefined)	-8	4.0	71	3	5	2	-41	-4	-14
Cc1nc2ccccc2c(=O)n1NC(=O)c1ccccc1F	3	-1.8	102	-21	-1	-3	0	-1	-7
NNC(=O)c1ccc(COc2ccc3ccccc3c2)cc1	-4	-1.7	97	-1	-5	21*	-22	-1	-13
CC1(C)CC(NS(=O)(=O)c2cccc3ccccc23)CC(C)(C)N1	0	2.3	102	-2	-12	-4	12	-2	-8
CCC(C(=O)Nc1ccc(S(=O)(=O)N(C)C2CCN(C)CC2)cc1)c1ccccc1 (centres undefined)	.	-2.3	96	.	-4	-4	-8	.	.

Screens: PubChem, several laboratories
